Bioassay records (PubChem)
USP2a block – USP2a (human) protease inhibition; O75604; USP2 core, Ub-CHOP2 coupled fluorogenic reporter, 485/531; Potency, µM (series often up to 38.3 µM), for the others: at the highest dose activity change, negative = inhibition, hits mostly inhibitors; 330,000 compounds, 0.01% hits; AID 463254;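 further: potency means the concentration at half of the fitted maximal effect; plate controls were DMSO wells for no effect and full inhibition by NEM control for full effect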
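Cell-free coupled assay: 10nM USP2 core preincubated 30min RT with compound in Tris-HCl pH 8.0/CaCl2/CHAPS buffer, then 25nM Ub-CHOP2 and 25nM reporter substrate; fluorescence (Ex 485/Em 531) read after 60min RT, normalized to NEM inhibition, concentration-response curves fitted.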
uPA generation – inhibitors of cell surface uPA generation; cell surface uPA generation assay, qHTS; Potency, µM (titrated, usually from 38.3 µM), inactives show top-dose activity change, negative = inhibition, most hits filed as inhibitors; 330,000 compounds, 0.31% hits; active means well fitted inhibition curve with a large enough effect; inconclusive means small, poorly fitted or top-dose-only effect; inactive means no such curve, though single readings can be large or run the other way; tested in mouse RAW 264.7 cells; further: potency means the concentration at half of the fitted maximal effect; nearly all actives have a fitted effect of over 55% in size
Coupling enz – coupling enzyme interference in Giardia aldolase counter-screen. activity change, negative = inhibition, % at 58.2 µM, hits read low. 290,000 compounds, 0.67% hits. coupling enzyme system counterscreen, AmpLite Red fluorescence. AID 2472; in the data active means activity change below about -30%
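Compounds tested against the coupling enzymes alone at 57.5 uM final; readout was AmpLite Red fluorescence (525/598 nm) after 20 min at RT.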
GALK inh – inhibitors of human galactokinase | P51570 | Purified GALK, Kinase-Glo residual ATP luminescence | Potency, µM (top dose mostly 57.5 µM), without a hit: at the top dose activity change, negative = inhibition, most hits filed as inhibitors | 270,000 compounds, 0.007% hits | AID 1868; further: potency means the concentration at half of the fitted maximal effect
Target sequence (P51570 whole entry, looked up): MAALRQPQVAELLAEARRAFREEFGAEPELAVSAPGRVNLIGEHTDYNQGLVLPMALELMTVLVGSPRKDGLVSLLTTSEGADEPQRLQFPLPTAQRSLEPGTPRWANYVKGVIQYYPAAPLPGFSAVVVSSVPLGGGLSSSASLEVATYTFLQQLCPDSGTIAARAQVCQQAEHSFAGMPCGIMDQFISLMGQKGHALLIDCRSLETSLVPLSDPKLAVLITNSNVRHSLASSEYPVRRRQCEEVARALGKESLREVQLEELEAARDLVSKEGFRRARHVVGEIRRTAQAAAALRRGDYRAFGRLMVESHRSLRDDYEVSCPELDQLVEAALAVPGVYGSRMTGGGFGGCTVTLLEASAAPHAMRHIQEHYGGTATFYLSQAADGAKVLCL
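The enzyme phosphorylates galactose (100 uM) using ATP (35 uM); inhibition is detected as higher residual ATP, quantified by bioluminescence after 1 h reaction at room temperature, pH 8.0.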
KCNH2 WT inh – inhibitors of human wildtype KCNH2 potassium channel; U2OS, BacMam KCNH2, thallium flux FluxOr; stronger effect = lower value; activity change, % at 1.84 µM; 340,000 compounds, 0.37% hits; AID 720551;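 active means maximum activity change below -70%; inconclusive means maximum activity change between -70% and -50%; inactive means maximum activity change above -50%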
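U2OS cells were transduced with wild-type KCNH2 virus (2.03 x 10^8 / mL) for 4 h at room temperature, then cultured overnight at 37 C. Thallium flux was read with FluxOr dye. Rate constants were normalized to DMSO controls.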
Chronic BCR inh – blocks chronic active B-cell receptor signaling. ABC-DLBCL IkBa-CBG/CBR reporter, luminescence ratio, 4 h. 340,000 compounds, 0.05% hits. Potency, µM (titrated, usually from 46.1 µM), inactives show at the top dose ratio change, negative = lower green/red ratio, usual class: inhibitors. AID 493014; active means well fitted inhibition curve with a large enough effect in the signal ratio, with a control signal flat, not every such curve was filed as active; inconclusive means small, poorly fitted or top-dose-only effect, or effect the other way, or a change in a side signal; the % refers to the signal ratio;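 further: potency means the concentration at half of the fitted maximal effect; plate controls were basal doxycycline-induced cells for no effect and cells given 10 µM MG132 for full effect; MG132 reads +100%, hits lower the ratio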
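TMD8 human ABC-DLBCL cells with doxycycline-inducible IκBα–green luciferase fusion and unfused red luciferase, in 0.5% FBS medium; compounds up to 46 uM, 4 h at 37C. Green/red luminescence ratio, filter-overlap corrected, fitted to concentration-response curves.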
Eya2 phos inh – Eya2 (human) phosphatase inhibition; O00167; recombinant Eya2, OMFP fluorescence dephosphorylation (OMFP is methylfluorescein phosphate); Potency, µM (titrated, usually from 76.9 µM), for the others: at the top dose activity, negative = inhibition, most hits filed as inhibitors; 330,000 compounds, 0.006% hits; further: potency means the concentration at half of the fitted maximal effect
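Eya2 protein (added as 0.2 uM solution) was preincubated with compound for 10 min at ambient temperature in 50 mM HEPES pH 7.5, 50 mM NaCl, 5 uM MgCl2, 0.05% BSA, 1 mM DTT. OMFP (added at 50 uM) then reacted 10 min; fluorescence read at 485/525 nm.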
B2AR arrestin – recruits beta-arrestin to the human beta2-adrenergic receptor. beta-arrestin recruitment to beta2AR, cell-based reporter. Potency, µM (doses to about 46.1 µM), inactives show at the highest dose activation, usual class: activators. 330,000 compounds, 0.02% hits. AID 492947;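 further: potency means the concentration at half of the fitted maximal effect; 0% = DMSO controls and full agonism = EC100 isoproterenol or metaproterenol; nearly all actives have a fitted effect of over 65% in size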
Target sequence (P07550 whole entry, looked up): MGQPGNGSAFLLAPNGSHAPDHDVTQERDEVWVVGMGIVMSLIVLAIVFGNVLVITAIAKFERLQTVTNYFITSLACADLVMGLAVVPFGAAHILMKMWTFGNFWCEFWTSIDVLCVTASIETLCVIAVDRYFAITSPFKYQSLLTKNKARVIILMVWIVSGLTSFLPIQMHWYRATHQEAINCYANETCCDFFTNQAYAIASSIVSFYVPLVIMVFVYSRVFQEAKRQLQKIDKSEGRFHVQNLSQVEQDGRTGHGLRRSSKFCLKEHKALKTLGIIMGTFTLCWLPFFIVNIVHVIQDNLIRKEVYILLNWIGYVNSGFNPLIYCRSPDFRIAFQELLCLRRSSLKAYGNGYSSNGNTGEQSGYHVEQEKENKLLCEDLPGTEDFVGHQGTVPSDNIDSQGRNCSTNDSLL
KCNH2 3.1 inh – inhibitors of human KCNH2 3.1 potassium channel isoform. U2OS KCNH2 3.1, thallium flux FluxOr; stronger effect = lower value. activity change, % (tested at about 1.8 µM). 340,000 compounds, 0.95% hits. AID 720553;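 active means maximum activity change below -70%; inconclusive means maximum activity change from -70% to -50%; inactive means maximum activity change above -50%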;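 further: thallium influx rate constant from kinetic fluorescence after stimulation buffer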
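Kinetic fluorescence (2 min after stimulation buffer) measures Tl+ influx through KCNH2 3.1 expressed by viral transduction in U2OS cells; the rate constant is normalized against DMSO controls serving as positive and negative references.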
PKM2 activator – PKM2 (human) enzyme activation | purified PKM2, Kinase-Glo ATP luminescence, activation; response scale: 0% is enzyme alone, no compound | Potency, µM (doses to about 57.5 µM), without a hit: top-dose activation, hits mostly activators | 260,000 compounds, 0.34% hits; further: potency means the concentration at half of the fitted maximal effect; nearly all actives have a fitted effect of over 55% in size
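Purified hPK-M2 (>95% pure) converted ADP (0.1 mM final) to ATP with 0.5 mM PEP in 50 mM imidazole pH7.2, KCl, MgCl2, Tween 20, BSA; 1 h at room temperature. ATP detected by Kinase-Glo luminescence.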
Giardia kill – Giardia lamblia killing | Giardia lamblia trophozoite viability | activity change, % at 7.66 µM, hits read low | 340,000 compounds, 0.15% hits | AID 540267; in the data active means activity change below about -80%; inconclusive means between about -30% and that limit;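 further: parasites exposed to compound for two days anaerobically before the ATP read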
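Each well holds 100 Giardia trophozoites and compound. After two days (48 hrs) at 37 deg C in anaerobic conditions, ATP is quantified by luminescence.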
Numbers without * were called inactive; ? = inconclusive; . = not tested or not shown; & = joins results of further samples; [ ] = dose if it differs, or a comment. Unless noted, the call rests on the fitted dose curve; in most records, active means well fitted curve in the direction sought with a large enough effect; inconclusive means small, poorly fitted or top-dose-only effect, or another doubt; inactive means no such curve, though single readings can be large; an effect the other way counts as inactive or inconclusive. Unless noted, on the % scale 0 is the no-effect control and ±100 the full control effect. Hits appear at their usual frequency, and some 2.4% of all compounds hit somewhere here.

SMILES | USP2a block | uPA generation | Coupling enz | GALK inh | KCNH2 WT inh | Chronic BCR inh | Eya2 phos inh | B2AR arrestin | KCNH2 3.1 inh | PKM2 activator | Giardia kill
O=C(O)c1ccc(N/N=C/c2cccc(F)c2)cc1 | 0% | 2% | -2 | -1% | -5 | ? | 4% | -0.3% | -18 | 10% | ?
C#CCn1c(S(=O)(=O)Cc2ccc(C)cc2)nc(-c2ccccc2)c1-c1ccccc1 | -8% | -8% | -2 | 2% | -7 | 4% | -4% | 2.8% | -17 | -4% | -1&-8
C#CCCCc1nc2ccccc2c(=O)n1N | 1% | -3% | 1 | 1% | -4 | 0% | -2% | -0.3% | 7 | -4% | 0
COC(=O)[C@]1(Cc2ccccc2)N[C@H](CN(C)S(=O)(=O)c2ccc(C(C)(C)C)cc2)[C@@H]2C(=O)N(Cc3ccccc3)C(=O)[C@@H]21 | -1% | 12% | . | . | 13 | 1% | 4% | 0.5% | -15 | . | ?
CCn1cc(C(=O)N2CCCC(N3CCN(c4cccc(C(F)(F)F)c4)CC3)C2)cn1 (stereo not given) | -1% | 5% | . | -4% | 31 | -5% | 5% | -0.5% | -26 | . | -8
CCc1ccc(S(=O)(=O)NCc2csc(-c3ccccc3)n2)s1 | -8% | 0% | -14 | 0% | -1 | 5% | -13% | 0.0% | -10 | 0% | -6
Cc1ccc(S(=O)(=O)CCc2nnc(NC(=O)c3ccco3)s2)cc1 | -1% | 3% | 4 | 2% | -20 | -3% | 4% | 0.0% | 0 | . | 29
COc1ccc(N(Cc2cc3cccc(C)c3[nH]c2=O)S(=O)(=O)c2ccc(OC)cc2)cc1 | 1% | -2% | -1 | -1% | -2 | -9% | 1% | 0.2% | -8 | 4% | 2
O=C(NC1CCCCCCC1)c1ccc2c(c1)N(Cc1ccc(F)cc1)C(=O)CS2=O (stereo not given) | 1% | . | 2 | 3% | -17 | -4% | -3% | -0.3% | -8 | 1% | -7
O=C1CCc2cc(S(=O)(=O)N3CCC(C(=O)NCc4ccccc4Cl)CC3)ccc2N1 | 5% | 4% | 2 | 0% | -11 | -5% | -1% | 0.0% | 4 | 20% | 14
CC12CC3(C)CC(C)(C1)CC(C(=O)NCCc1ccc(S(N)(=O)=O)cc1)(C2)C3 | -2% | 0% | 2 | 0% | 7 | 1% | 1% | -0.7% | -3 | . | 8
CCN(CC)c1ccc(/C=N/NC(=S)NC)c(O)c1 | 4% | ? | 1 | 0% | 8 | ? | -14% | 9.6% | 6 | 2% | 13
O=C(Cc1ccc(-n2cccc2)cc1)NCc1cccs1 | 2% | -16% | -1 | 0% | -10 | ? | 11% | -0.1% | -89* | -9% | -7
NS(=O)(=O)c1cccc(NC(=O)COC(=O)CCC(=O)c2cccs2)c1 | -5% | 3% | . | . | -3 | -2% | 2% | -0.7% | -71* | . | 2
CC1(C)CC(Nc2ccc(C(F)(F)F)cc2[N+](=O)[O-])CC(C)(C)N1 | -9% | 5% | 2 | 0% | 46 | -6% | -19% | 0.2% | -22 | -32% | -3
CCc1ccc(C(=O)NNC(=O)c2ccc(OCC(=O)N3CCOCC3)c(OC)c2)cc1 | 3% | 9% | . | . | 0 | -6% | -29% | -0.2% | 8 | . | -26
Cc1ccc(CNC(=O)CS(=O)CC(=O)O)cc1 (stereo not given) | 1% | 5% | 2 | -3% | -7 | 6% | 12% | -0.1% | -5 | 5% | 11
Cc1ccc(N2N=C(c3ccc(Br)cc3)CCC2=O)cc1 | -4% | 3% | 1 | -1% | -13 | ? | -2% | -0.3% | 8 | 3% | -6
Cc1csc(SCC(=O)NC(=O)C2CCCCC2)n1 | 3% | -2% | -3 | -1% | 17 | -7% | -16% | -0.2% | -13 | -1% | 7
COc1ccc(Cc2noc(-c3ccccc3)n2)cc1OC | -4% | -2% | -1 | 11% | -19 | 0% | -2% | 0.0% | 0 | 2% | 27
COc1ccc(CCNC(=O)CCCn2c(=O)[nH]c3cc(OC)c(OC)cc3c2=O)cc1OC | 2% | -1% | 1 | 1% | -2 | 7% | -1% | 2.8% | -2 | -1% | 7
O=C1[C@@H]2[C@@H]3C[C@@H]([C@H]4ON=C(c5ccc(Cl)cc5Cl)[C@@H]34)[C@@H]2C(=O)N1C1CCCCC1 | 0% | 1% | 4 | 1% | -5 | -1% | -4% | -0.8% | -14 | -4% | -22
Cc1ccc(S(=O)(=O)N(CC(=O)N2CCC(C)CC2)c2cccc(C)c2)cc1 | 1% | -2% | -3 | -1% | -2 | 16% | -19% | 0.4% | -8 | -14% | -11
Cc1ccc(C(=O)NNC(=O)c2ccncc2)cc1S(=O)(=O)N1CCCCC1 | 1% | -11% | . | . | -10 | -10% | -6% | 0.0% | -2 | . | -13

Look-ups from the results shown.
`CC1(C)CC(Nc2ccc(C(F)(F)F)cc2[N+](=O)[O-])CC(C)(C)N1` in KCNH2 WT inh has 46
`Cc1ccc(N2N=C(c3ccc(Br)cc3)CCC2=O)cc1` in USP2a block has -4%

Later entries:
SMILES | USP2a block | uPA generation | Coupling enz | GALK inh | KCNH2 WT inh | Chronic BCR inh | Eya2 phos inh | B2AR arrestin | KCNH2 3.1 inh | PKM2 activator | Giardia kill
Cc1ccc(S(=O)(=O)NNC(=O)C2CCCCC2)cc1 | -2% | 1% | 0 | 0% | 2 | -12% | -1% | -0.4% | 25 | 2% | -10
COCCCn1c(=S)[nH]c2sc3c(c2c1=O)CCCC3 | 0% | 0% | 1 | -6% | -3 | 4% | 3% | -1.2% | 16 | 0% | -2
CCOC(=O)c1ccccc1NC(=O)c1cccc([N+](=O)[O-])c1 | 0% | -3% | 4 | 0% | 9 | 9% | 4% | -0.3% | -11 | -2% | -3
COc1cc(/C=C/C(=O)O)cc(S(=O)(=O)Nc2ccc3cn[nH]c3c2)c1OC | 0% | 3% | . | . | -7 | -2% | 4% | 12% | -4 | . | 5
CCOC(=O)c1ccc(CNC(=O)C2CCC(=O)N(CCc3ccccc3)C2)o1 (stereo not given) | 3% | 2% | 2 | -9% | -13 | -3% | -4% | -1.0% | 5 | . | 11
COc1ccc(CCNC(=O)C(=O)NCC2OCCN2S(=O)(=O)c2ccc3c(c2)OCCO3)cc1OC (stereo not given) | -5% | -23% | . | -3% | 0 | -11% | -27% | -0.4% | -2 | 3% | 2
COc1cccc(C(O)c2cnc(C(C)C)n2C)c1OC (stereo not given) | -1% | 2% | 6 | 1% | -30 | -2% | 10% | -1.7% | -5 | 25% | 14
CC(=O)c1n[nH]nc1NC(=O)c1ccccc1 | -1% | 12% | 1 | 2% | -9 | -2% | -10% | 0.2% | -29 | 0% | 36[activator]
O=C(CSc1nc2[nH]ncc2c(=O)[nH]1)c1ccc(Cl)cc1 | 0% | . | 2 | 0% | . | 7% | 5% | 0.0% | . | 1% | .
Cc1onc(-c2ccccc2)c1CNS(=O)(=O)c1ccccc1 | 2% | -2% | 2 | -1% | -6 | ? | -19% | 0.2% | 2 | 10% | -17
Cc1ccc(O)c(C(=O)CC(=O)c2ccccc2Cl)c1 | 2% | -13% | -5 | 1% | -19 | 1% | -1% | -0.2% | -13 | 0% | -11
COc1ccc(CCC(=O)Nc2ccc(C)c([N+](=O)[O-])c2)cc1 | -4% | -1% | 5 | 2% | -4 | 1% | -1% | 0.0% | -7 | 8% | 3
COc1ccccc1C(=O)NCCC(=O)NN1C(=O)NC2(CCCCC2)C1=O | -1% | 23% | . | . | -8 | -6% | 5% | 0.1% | -6 | . | -9

Entries of single compounds from above:
`COc1ccc(CCC(=O)Nc2ccc(C)c([N+](=O)[O-])c2)cc1` across the screens: USP2a block = -4%; uPA generation = -1%; Coupling enz = 5; GALK inh = 2%; KCNH2 WT inh = -4; Chronic BCR inh = 1%; Eya2 phos inh = -1%; B2AR arrestin = 0.0%; KCNH2 3.1 inh = -7; PKM2 activator = 8%; Giardia kill = 3
`COc1ccc(CCNC(=O)C(=O)NCC2OCCN2S(=O)(=O)c2ccc3c(c2)OCCO3)cc1OC` (stereo not given) across the screens: USP2a block = -5%; uPA generation = -23%; Coupling enz = .; GALK inh = -3%; KCNH2 WT inh = 0; Chronic BCR inh = -11%; Eya2 phos inh = -27%; B2AR arrestin = -0.4%; KCNH2 3.1 inh = -2; PKM2 activator = 3%; Giardia kill = 2

Reformatted: 2 of the compounds above
> Cc1onc(-c2ccccc2)c1CNS(=O)(=O)c1ccccc1
  USP2a block: 2%	uPA generation: -2%	Coupling enz: 2	GALK inh: -1%	KCNH2 WT inh: -6	Chronic BCR inh: ?	Eya2 phos inh: -19%	B2AR arrestin: 0.2%	KCNH2 3.1 inh: 2	PKM2 activator: 10%	Giardia kill: -17

> Cc1ccc(O)c(C(=O)CC(=O)c2ccccc2Cl)c1
  USP2a block: 2%	uPA generation: -13%	Coupling enz: -5	GALK inh: 1%	KCNH2 WT inh: -19	Chronic BCR inh: 1%	Eya2 phos inh: -1%	B2AR arrestin: -0.2%	KCNH2 3.1 inh: -13	PKM2 activator: 0%	Giardia kill: -11
